# HTRA1 inh: HTRA1 (human) protease inhibition; recombinant HTRA1, FP-rhodamine activity-based probe, fluorescence polarization; inhibition, % at 5.96 µM; actives 0.5% (n = 340,000); in the data active means inhibition above about 36%;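 further: 0% = enzyme with DMSO and 100% = wells lacking enzyme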
# ABHD4 inh: ABHD4 (mouse) inhibition, primary FP screen; purified mABHD4, FP-Rh probe fluorescence polarization; AID 720543; Q8VD66; inhibition, % at 8.92 µM; actives 0.54% (n = 370,000);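 active means inhibition exceeding the mean over every tested compound plus 3 SD, cut at about 30% in these data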;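 further: 0% = plate median of compound wells and 100% = S159A mutant with DMSO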
#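 Assay system: Wild-type mouse ABHD4 protein | Medium: HEPES pH 7.0 buffer, 150 mM NaCl, 0.01% Pluronic F-127 | Incubation: Enzyme–compound pre-incubation 45 min, then probe 60 min, both 25 °C | Technique: Fluorescence polarization with parallel and perpendicular emission, 525/598 nm | Evaluation: % inhibition of FP-Rh probe binding versus controls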
# TCR CD3 inh: inhibitors of human TCR-CD3 interaction. AID 651800. TAMRA-labeled TCR probe fluorescence, biochemical. inhibition, % at 9.4 µM. actives 0.37% (n = 360,000); in the data active means inhibition above about 19%;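 further: recombinant mutant TCR 2C K166C tagged with TAMRA read by polarization; 0% = receptor in buffer alone and 100% = receptor with positive control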
# SIAE primary: human SIAE inhibition, primary screen. Q9HAT2. SIAE FP-Rh probe binding, fluorescence polarization. inhibition, % at 9.66 µM. actives 0.69% (n = 370,000);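 active means inhibition above a cutoff: mean of compounds within the control limits plus 3 SD of those, cut at about 17% in these data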;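 further: 0% = plate median of compound wells and 100% = probe without SIAE protein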
# Target sequence (Q9HAT2 whole entry, looked up): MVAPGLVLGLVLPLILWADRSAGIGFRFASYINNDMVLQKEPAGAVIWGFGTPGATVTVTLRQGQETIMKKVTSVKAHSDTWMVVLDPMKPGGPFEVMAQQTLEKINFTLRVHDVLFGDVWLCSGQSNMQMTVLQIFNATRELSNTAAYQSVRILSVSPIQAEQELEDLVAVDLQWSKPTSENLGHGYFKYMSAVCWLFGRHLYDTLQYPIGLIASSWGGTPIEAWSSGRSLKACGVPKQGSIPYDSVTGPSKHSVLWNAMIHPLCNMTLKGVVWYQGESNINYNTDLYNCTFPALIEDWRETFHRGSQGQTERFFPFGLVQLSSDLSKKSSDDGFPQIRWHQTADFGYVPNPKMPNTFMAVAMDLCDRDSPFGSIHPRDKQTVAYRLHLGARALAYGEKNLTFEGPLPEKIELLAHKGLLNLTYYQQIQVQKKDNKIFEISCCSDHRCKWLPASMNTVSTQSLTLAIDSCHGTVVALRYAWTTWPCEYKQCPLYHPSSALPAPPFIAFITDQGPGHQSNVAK
# Tn7 DDE FP: inhibitors of Tn7 peptide binding to human fibrin DD(E) | FP displacement of FITC-Tn7 peptide from fibrin DD(E); 0% = median of compound wells per plate | inhibition, % at 8.3 µM | actives 0.13% (n = 370,000);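 active means inhibition above the mean of compounds falling within the control limits plus 3 SD of them, cut at about 14% in these data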;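 further: 0% = plate median of compound wells and 100% = 10 µM Aha-Tn7 peptide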
#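 Measure: % inhibition scaled between sample-field median and high-control FP; Test system: human fibrin DD(E); Quantity: 2 µM final DD(E) protein; Doses: one dose, 8.3 µM nominal; Schedule: compound with protein 10 min, then 3 h after probe, room temperature; Detection: fluorescence polarization; Medium: Tris buffer with calcium and detergent, pH 7.8.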
# TDP2 inh: TDP2 (human) inhibition, absorbance primary screen | O95551 | recombinant TDP2, T5PNP hydrolysis, p-nitrophenol absorbance 415 nm | inhibition, % at 12.8 µM | actives 0.34% (n = 370,000) | AID 720702;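 active means inhibition above the mean of all tested compounds plus 3 SD, set per campaign, cut at about 25% in these data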;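 further: 0% = DMSO with enzyme and 100% = buffer with substrate but no TDP2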
# Target sequence (O95551 whole entry, looked up): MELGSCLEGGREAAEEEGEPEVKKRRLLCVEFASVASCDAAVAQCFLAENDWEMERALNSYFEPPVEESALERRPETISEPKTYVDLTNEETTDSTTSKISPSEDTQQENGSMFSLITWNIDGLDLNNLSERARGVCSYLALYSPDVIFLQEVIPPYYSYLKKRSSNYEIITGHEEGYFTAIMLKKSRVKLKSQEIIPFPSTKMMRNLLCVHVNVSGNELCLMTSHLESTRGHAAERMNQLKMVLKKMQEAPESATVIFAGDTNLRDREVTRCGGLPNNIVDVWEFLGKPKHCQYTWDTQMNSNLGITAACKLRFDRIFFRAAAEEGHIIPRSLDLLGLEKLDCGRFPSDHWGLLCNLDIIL
#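 System – recombinant human TDP2 · Amount – 120 nM TDP2 per well · Buffer or medium – Mg2+-containing Tris-HCl buffer, pH 7.5 · Reagent – T5PNP substrate, 5 mM · Dosing – 12.8 µM single point, 1% DMSO · Incubation – 2 h at 37 °C · Measured by – epi absorbance · Read-out basis – percent inhibition · Benchmarks – high control without enzyme, low control DMSO plus TDP2 · Repeats – singlicate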
# PRMT1 FP inh: PRMT1 (human) inhibition, primary screen; Q99873; recombinant PRMT1, activity-based probe fluorescence polarization; inhibition, % at 2.79 µM; actives 1.3% (n = 370,000);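 active means inhibition above about 21% made by adding two undisclosed values, limit read from the data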
# LEDGF integ inh: blocks HIV-1 LEDGF/p75-dependent DNA integration. TR-FRET IN-LEDGF/p75 DNA integration, Eu/Cy5. inhibition, % at 3.7 µM. actives 0.64% (n = 370,000). AID 743269;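 active means inhibition above the screen-wide mean plus 3 SD, cut at about 13% in these data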;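 further: signal is the Cy5 over europium emission ratio at 671 and 618 nm; 0% = plate median of compound wells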
# PG9 binder: PG9 antibody binding by small molecule | TR-FRET gp120-PG9 antibody binding | inhibition, % at 6.7 µM | actives 0.43% (n = 360,000); in the data active means inhibition above about 8.5%
# UHRF1 MBD2 ctr: UHRF1 methyl-DNA binding inhibition; UHRF1 binding to methylated oligo, TR-FRET; inhibition, % at 4.4 µM; Q96T88; actives 0.75% (n = 370,000); AID 687016; in the data active means inhibition above about 21%;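 further: UHRF1 SRA domain binding a hemimethylated CpG hairpin DNA probe; 0% = median of test compound wells and 100% = reference inhibitor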
# Numbers without * were called inactive; . = not tested or not shown. Compounds as they come; 4.2% or so of the library scored in one or more.
SMILES,HTRA1 inh,ABHD4 inh,TCR CD3 inh,SIAE primary,Tn7 DDE FP,TDP2 inh,PRMT1 FP inh,LEDGF integ inh,PG9 binder,UHRF1 MBD2 ctr
COc1cc(NC(=O)C2CC(c3c(F)cccc3Cl)=NO2)c(OC)cc1Cl (configuration not stated),-8.0,-4.4,1.5,-2.8,12.3,1.2,0.2,-3.2,-0.3,2.2
O=C(Nc1ccccc1)C1CC2CCC1C2 (configuration not stated),-0.8,-0.8,2.8,-1.1,-0.8,-7.0,1.0,-1.1,-0.4,1.5
COc1ccc(OC)c(CNC(=O)CCNC(=O)Cn2ccc3ccccc3c2=O)c1,5.7,-3.8,2.4,0.7,0.1,-3.5,-1.6,47.5*,-0.8,2.6
COCCCNC(=O)C(Cc1ccccc1)NS(=O)(=O)c1ccc2c(c1)c(=O)n(C)c(=O)n2C (configuration not stated),-5.0,4.2,0.5,8.6,4.3,3.7,-0.2,2.9,0.3,0.0
O=C(NCc1ccc(OC(F)(F)F)cc1)C1CC(c2ccc(C(F)(F)F)cc2)=NO1 (configuration not stated),0.9,-3.5,-5.2,2.4,3.9,-4.5,2.5,2.4,-0.6,3.7
COC(=O)c1ccc(NS(=O)(=O)c2ccc(Cl)cc2)o1,-5.7,6.8,4.2,-1.5,-9.4,4.1,5.1,5.8,-0.2,0.2
COC1=CC(=O)CC(C)C12Oc1cc(OC)cc(OC)c1C2=O (configuration not stated),2.7,14.9,8.5,-1.2,-1.2,10.3,1.9,-0.2,-2.2,0.4
CCC(C)(C)n1nnnc1C(c1cc2ccc(OC)cc2[nH]c1=O)N1CCc2ccccc2C1 (configuration not stated),-1.7,4.2,-0.6,-0.9,3.6,7.0,16.4,-2.1,1.1,-7.6
COc1ccc(S(=O)(=O)NCc2cccnc2)cc1OC,-3.2,-4.5,-8.9,0.9,4.0,-3.4,3.5,-1.2,-0.5,3.9
Cc1nc2cc(NC(=O)c3ccc(Br)s3)ccc2s1,-35.0,-6.2,-10.2,-10.6,-2.9,16.4,-1.3,1.9,-14.5,-1.9
Cc1cc(C)c(CN2CCC(CO)(CCOc3ccccc3)CC2)cc1C,2.5,4.9,1.0,5.5,-6.9,-14.5,-5.3,0.8,-1.1,-1.4
COCCNCC(=O)NC12CC3CC(CC(C3)C1)C2,3.3,2.8,2.3,-2.5,-6.0,6.8,1.7,3.1,-0.9,18.4
CC(C)C(=O)NCCc1nc(-c2ccc(Cl)cc2)no1,2.1,5.0,-2.5,-1.8,5.6,-0.9,-1.1,2.5,-0.7,-0.4
CC(=O)OCC1=C(C(=O)OC(C)(C)C)N2C(=O)[C@@H](NC(=O)Cc3ccccc3)[C@H]2SC1,-15.2,3.7,5.8,-3.8,-4.9,-9.3,7.6,4.3,-0.5,2.2
C/C(CC(=O)NC(C)(C)C)=N\NC(=O)c1ccccc1N,-7.2,2.3,-3.0,11.9,5.0,-0.8,0.2,-6.0,1.9,-1.6
O=C(CN(Cc1ccc(Cl)cc1)C(=O)c1csnn1)NCc1ccc(F)cc1,2.9,3.8,5.7,-4.4,6.2,-6.5,-2.8,1.4,0.6,-2.3
CC(=O)Nc1cccc(-c2csc(C(O)c3ccc(F)c(F)c3)n2)c1 (configuration not stated),.,-5.6,10.6,-2.1,-1.9,0.5,0.5,2.5,-0.2,-0.3
Cc1ccc(F)cc1C(=O)N1CCC1(C)C(=O)O (configuration not stated),.,2.8,0.9,-0.9,1.1,0.5,1.4,4.7,0.4,-0.4
O=C(O)c1nn(Cc2csc(-c3ccccc3)n2)c(=O)c2ccccc12,-3.4,-5.1,0.1,-2.0,-1.6,-15.6,-5.6,7.2,1.2,1.9
O=C(O)c1cccc(S(=O)(=O)Nc2cccc3ccccc23)c1,1.5,9.6,6.0,-17.4,-2.0,-8.5,-2.8,-1.3,-3.9,1.1
CCn1c(CN2CCN(c3cccc(C)c3C)CC2)n[nH]c1=S,3.4,-0.6,0.5,1.7,-0.1,-0.2,1.2,-2.4,-0.3,-0.2
CC(C)CN(C(=O)C(C)N1C(=O)c2ccccc2C1=O)c1c(N)n(Cc2ccccc2)c(=O)[nH]c1=O (configuration not stated),0.2,-0.4,0.5,0.9,4.1,-2.5,-3.6,2.9,-2.2,-2.1
CC(=O)N1CCN(c2ccc(NC(=O)c3ccc([N+](=O)[O-])cc3Cl)cc2)CC1,9.7,-0.9,2.5,2.0,-0.2,4.9,-2.9,-2.3,-1.0,-3.0
CCc1ccc(C(C)NC(=O)c2ccc3c(c2)OCO3)cc1 (configuration not stated),-9.8,-7.7,-11.5,11.0,-2.8,-4.5,-0.9,3.5,-1.4,7.7
C1=C(C(c2nnnn2C2CCCCC2)N2CCCCC2)COc2ccccc21 (configuration not stated),4.5,-0.3,6.2,1.0,1.7,-12.1,1.2,-0.4,-0.1,0.2
CCOc1ccc(CCNC(=O)COc2cc(=O)n(C)c3ccccc23)cc1OCC,-0.4,1.5,3.7,-8.0,-0.6,-10.7,3.9,-7.2,-2.2,8.2
Cc1c(NC(=O)C(C)N2C(=O)C3C4C=CC(C4)C3C2=O)c(=O)n(-c2ccccc2)n1C (configuration not stated),-1.3,0.9,-0.6,5.2,3.7,-1.7,-4.4,-0.8,-0.8,1.7
CCN1/C(=C(\O)c2ccccc2)C(=O)c2ccccc2S1(=O)=O,7.6,19.5,-3.3,8.9,0.8,-2.8,0.9,-2.6,0.3,1.0
COC(=O)C1=C(C)N(CC(C)C)C(=O)/C1=C\c1cccs1,-1.3,-0.2,-1.0,0.4,-5.4,-6.7,-0.9,-3.4,-0.4,-3.4
CC1=C(C#N)CCC(=O)N1Cc1c(C)cc(C)cc1C,-5.3,-3.4,-1.8,2.6,5.3,10.9,2.0,1.2,0.5,1.5

# Six compounds drawn at random from the list so far, as already listed:
SMILES,HTRA1 inh,ABHD4 inh,TCR CD3 inh,SIAE primary,Tn7 DDE FP,TDP2 inh,PRMT1 FP inh,LEDGF integ inh,PG9 binder,UHRF1 MBD2 ctr
CC(=O)N1CCN(c2ccc(NC(=O)c3ccc([N+](=O)[O-])cc3Cl)cc2)CC1,9.7,-0.9,2.5,2.0,-0.2,4.9,-2.9,-2.3,-1.0,-3.0
CCc1ccc(C(C)NC(=O)c2ccc3c(c2)OCO3)cc1 (configuration not stated),-9.8,-7.7,-11.5,11.0,-2.8,-4.5,-0.9,3.5,-1.4,7.7
CCN1/C(=C(\O)c2ccccc2)C(=O)c2ccccc2S1(=O)=O,7.6,19.5,-3.3,8.9,0.8,-2.8,0.9,-2.6,0.3,1.0
CC1=C(C#N)CCC(=O)N1Cc1c(C)cc(C)cc1C,-5.3,-3.4,-1.8,2.6,5.3,10.9,2.0,1.2,0.5,1.5
C1=C(C(c2nnnn2C2CCCCC2)N2CCCCC2)COc2ccccc21 (configuration not stated),4.5,-0.3,6.2,1.0,1.7,-12.1,1.2,-0.4,-0.1,0.2
CC(C)CN(C(=O)C(C)N1C(=O)c2ccccc2C1=O)c1c(N)n(Cc2ccccc2)c(=O)[nH]c1=O (configuration not stated),0.2,-0.4,0.5,0.9,4.1,-2.5,-3.6,2.9,-2.2,-2.1

# The list continues.
SMILES,HTRA1 inh,ABHD4 inh,TCR CD3 inh,SIAE primary,Tn7 DDE FP,TDP2 inh,PRMT1 FP inh,LEDGF integ inh,PG9 binder,UHRF1 MBD2 ctr
CN=C(Nc1ccc(C(=O)OC)s1)c1ccc(Cl)cc1,3.4,-3.5,0.5,-1.3,8.7,-8.5,-4.2,-0.5,-0.3,5.4
COc1ccccc1C(=O)Nc1ccnn1C1CCN(Cc2ccc3nonc3c2)CC1,-1.7,-0.8,4.2,-6.2,2.9,2.0,-5.4,-0.2,0.1,-2.2
O=C1C2C3C=CC(O3)C2C(=O)N1CC(O)c1ccccc1 (configuration not stated),2.0,8.6,6.3,10.7,0.7,8.4,17.6,-0.5,-0.4,-1.0
COc1ccc(CC(=O)O/N=C(\N)c2ccccn2)cc1,7.0,1.1,8.1,-7.9,-0.3,-10.2,2.0,-6.0,0.8,0.0
CCN1/C(=C/C=C/c2oc3ccc(-c4ccccc4)cc3[n+]2CC)Oc2ccc(-c3ccccc3)cc21,113.9*,71.6*,104.7*,68.0*,-5.9,-9.1,-13.7,-0.7,0.1,-49.2
COc1ccccc1C1=CC(=O)CC(C)(C)C1=O,5.9,1.7,3.4,6.2,3.4,-8.9,-1.8,-0.6,1.8,4.3
O=C(NC1CCCC1)C(c1ccncc1)N(C(=O)Cc1cccs1)c1cccc(F)c1 (configuration not stated),-0.6,8.0,-3.8,-2.4,-1.4,0.7,0.0,3.5,-0.7,1.2
O=C(NCc1ccc2c(c1)OCO2)c1ccccn1,4.1,-0.7,-6.3,2.8,3.2,1.2,-1.5,0.2,1.0,1.0
O=C(NCC1CCCO1)c1ccc(F)c2ccccc12 (configuration not stated),5.1,3.5,-5.9,1.5,-3.1,9.0,1.1,-1.7,-1.2,0.7
Nc1nc(N2CCOCC2)nc(N(c2ccccc2)c2ccccc2)n1,5.9,-4.1,-4.3,0.5,1.4,-6.6,-4.4,5.4,-0.8,3.5
COC(=O)CSc1ncc(OC)c(OC)n1,1.9,-1.9,-1.4,4.1,0.6,4.7,1.3,-0.6,-1.5,2.2
CCc1ccc2[nH]c(=O)c(C(c3nnnn3CCOC)N3CCN(c4ccccc4F)CC3)cc2c1 (configuration not stated),-10.6,7.2,-1.2,-1.7,-4.1,7.4,14.4,2.4,-1.7,-5.2
CCCCCCn1c(=O)n2n(c1=O)[C@@H]1CN(S(=O)(=O)c3ccc(C)cc3)C[C@]1(O)[C@@H](OC(=O)NCC1CCCCC1)C2,-58.2,-15.3,-0.7,-17.4,3.2,-9.2,-0.4,-0.1,-0.3,23.3*
c1cncc(CSc2ccc(-c3cccnc3)nn2)c1,1.9,6.7,0.2,0.8,1.7,14.9,-0.3,-1.1,-0.3,-2.6
CN(C)c1ccc(/C=C/c2ccncc2)cc1,5.0,-48.3,-0.1,-4.0,-3.4,-10.6,6.9,1.8,-8.2,-2.2
CCS(CC)=NS(=O)(=O)c1ccc(NC(C)=O)cc1,2.0,1.3,4.2,2.1,-3.9,-9.4,-1.2,-3.1,-0.9,-0.3
COc1ccccc1CN1CC(C(=O)N(C)CCOc2ccccc2)CCC1=O (configuration not stated),0.8,9.1,5.6,8.1,9.6,1.6,-2.2,-2.1,0.3,1.1
NC(=O)c1cccc(CS(=O)(=O)c2ccc(Cl)cc2)c1,6.8,-4.8,10.9,1.8,0.7,-13.4,1.4,0.9,-0.7,0.2
CCn1nc(C(=O)NNC(=O)COc2ccccc2C)c2ccccc2c1=O,-3.2,10.3,-4.4,10.1,-6.7,1.3,-0.7,0.4,1.0,0.0
